Bioassay records deposited in PubChem BioAssay by National Center for Advancing Translational Sciences (NCATS).
Nrf2 inh – blocks Nrf2 signaling. A549 ARE-Fluc reporter, luciferase luminescence, 18-24 h. Potency, µM (doses to about 46 µM), without a hit: at the top dose activity change, negative = inhibition, actives largely listed as inhibitors. 360,000 compounds, 2.1% hits. AID 504444; further: on the % scale 0 is the no-effect control and ±100 the full control effect; nearly all actives have a fitted effect of over 60% in size
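Two sequential reads on A549 ARE_Fluc cells exposed to compound for 18-24 h: a CellTiter-Fluor fluorescence read for viability, then a luciferase luminescence read for Nrf2/ARE activity.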
Nrf2 activator – Nrf2 pathway activation; AID 624171; 410,000 compounds, 0.31% hits; Potency, µM (titrated, usually from 46.1 µM), for inactives: at the highest dose activation, actives largely listed as activators; AREc32 ARE-luciferase reporter (MCF7-derived line), luminescence, 24 h; further: % of control where 0% means no effect; nearly all actives have a fitted effect of over 65% in size
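AREc32 cells carrying an ARE-driven firefly luciferase reporter were seeded at 1000 cells/well in OPTI-MEM with 5% FBS, then exposed to compound for 24 hr at 37 deg C. Luminescence was read with Steady-Glo after 30 min at RT.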
A549 tox – A549 cytotoxicity, counter-screen for Nrf2 inhibitors; Potency, µM (highest dose often 46 µM), for inactives: at the top dose activity change, negative = cytotoxicity, hits mostly inhibitors; AID 504648; A549 ARE-Fluc cells, CellTiter-Fluor viability, 18-24 h; 390,000 compounds, 0.16% hits; further: on the % scale 0 is the no-effect control and ±100 the full control effect
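A549 ARE_Fluc cells in 5% FBS OPTI-MEM were exposed to compounds in concentration-response for 18-24 h at 37 deg C. Viability was read by CellTiter-Fluor fluorescence (Ex 405/Em 525) after 30 min, before the luciferase read.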
HepG2 viability – HepG2 cytotoxicity, counter-screen for TGF-b inhibitors; HepG2 CAGA-GFP viability, ATP luminescence, 18 h; Potency, µM (titrated, usually from 46.1 µM), inactives show at the highest dose activity change, negative = cytotoxicity, hits mostly cytotoxic; 410,000 compounds, 0.76% hits; AID 588856; further: some results filed as inactive show a strong effect at the top dose
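CellTiter-Glo luminescence gave cytotoxicity after 18 hours at 37 degrees C. The cells were HepG2 CAGA-GFP in 1% FBS DMEM, stimulated with 500 pg/mL TGF-beta after compound addition. %Activity was normalised to no-cell wells (complete cell-killing) and DMSO (no toxicity), and curves were fitted and classified.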
MCF10A rerep – DNA re-replication induction in MCF 10a cells; MCF 10A DNA re-replication, Hoechst nuclear intensity, 48 h; AID 624296; 350,000 compounds, 2.9% hits; Potency, µM (series often up to 46.1 µM), for inactives: at the highest dose activity, positive = re-replication, hits mostly activators; further: % of control where 0% means no effect; nearly all actives have a fitted effect of over 50% in size
EPAC2 antagonist – EPAC2 (human) antagonism. Q8WZA2. EPAC2 GEF exchange of Rap1B-BODIPY-GDP, fluorescence. Potency, µM (titrated, usually from 114 µM), for inactives: at the top dose activity, negative = inhibition, actives largely listed as inhibitors. 360,000 compounds, 0.18% hits. AID 720708; further: on the % scale 0 is the no-effect control and ±100 the full control effect; nearly all actives have a fitted effect of over 45% in size; many of its hits are not listed in these tables
Target sequence (Q8WZA2 whole entry, looked up): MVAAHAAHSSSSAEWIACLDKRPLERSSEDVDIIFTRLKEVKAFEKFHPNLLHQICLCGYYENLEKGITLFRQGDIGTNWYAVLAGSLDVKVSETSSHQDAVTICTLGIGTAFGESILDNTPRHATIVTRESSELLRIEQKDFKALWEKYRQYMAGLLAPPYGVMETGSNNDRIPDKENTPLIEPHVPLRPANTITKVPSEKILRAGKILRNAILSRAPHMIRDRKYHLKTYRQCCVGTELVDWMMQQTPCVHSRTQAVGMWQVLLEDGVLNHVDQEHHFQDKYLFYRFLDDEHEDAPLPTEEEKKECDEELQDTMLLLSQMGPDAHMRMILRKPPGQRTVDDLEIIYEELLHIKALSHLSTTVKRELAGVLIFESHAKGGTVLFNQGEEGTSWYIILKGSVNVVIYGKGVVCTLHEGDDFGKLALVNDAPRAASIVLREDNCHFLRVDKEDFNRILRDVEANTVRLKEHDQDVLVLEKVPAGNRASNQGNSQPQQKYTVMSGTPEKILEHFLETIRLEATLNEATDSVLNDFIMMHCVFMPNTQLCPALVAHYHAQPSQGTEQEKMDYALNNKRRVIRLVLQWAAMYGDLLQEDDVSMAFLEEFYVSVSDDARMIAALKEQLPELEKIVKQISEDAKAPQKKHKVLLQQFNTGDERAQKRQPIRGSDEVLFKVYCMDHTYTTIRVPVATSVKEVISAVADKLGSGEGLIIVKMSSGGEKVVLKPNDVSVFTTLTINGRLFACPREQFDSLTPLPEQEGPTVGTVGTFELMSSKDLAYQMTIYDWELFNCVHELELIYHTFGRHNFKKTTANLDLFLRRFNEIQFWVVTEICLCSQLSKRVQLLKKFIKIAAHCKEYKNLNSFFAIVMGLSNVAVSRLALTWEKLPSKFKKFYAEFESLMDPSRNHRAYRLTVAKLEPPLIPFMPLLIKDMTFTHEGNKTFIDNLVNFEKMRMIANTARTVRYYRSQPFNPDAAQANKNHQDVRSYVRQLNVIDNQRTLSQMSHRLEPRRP
S2 tox – reduces viability in counter-screen for ATXN expression inhibitors | S2 cells (HEK-293 line with an ATXN2-luciferase reporter) viability, CellTiter-Fluor protease fluorescence, 24 h | Potency, µM (doses to about 56.7 µM), hits mostly cytotoxic | 400,000 compounds, 0.49% hits; further: nearly all actives have a fitted effect of over 40% in size
TGFb SMAD3 inh – inhibitors of TGF-b signaling; Potency, µM (doses to about 46.1 µM), inactives show top-dose activity, negative = inhibition, hits mostly inhibitors; HepG2 CAGA-GFP TGF-b/SMAD3 reporter, GFP fluorescence, 18 h; TGF-beta stimulated, 500 pg/mL final; 410,000 compounds, 1.2% hits; further: on the % scale 0 is the no-effect control and ±100 the full control effect; nearly all actives have a fitted effect of over 65% in size
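TGF-beta reporter screen: HEPG2 CAGA-GFP, 1% FBS, 500 pg/mL TGF-beta final, 18 h; per-cell GFP summed per well; curves fitted and categorized by class.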
ATXN2 expr inh – reduces ATXN2 reporter expression in HEK-293 cells; HEK-293 ATXN2-luciferase reporter, luminescence, 24 h; Potency, µM (highest dose often 57 µM), inactives show top-dose activity change, negative = inhibition, actives largely listed as inhibitors; 360,000 compounds, 0.72% hits; AID 1745845; further: on the % scale 0 is the no-effect control and ±100 the full control effect; nearly all actives have a fitted effect of over 55% in size
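ATXN2-luciferase reporter cells (luciferase flanked by upstream and downstream ATXN2 gene portions) were treated 24 h at 37 °C with compounds at up to 57 uM. SteadyGlo luminescence gave expression; GF-AFC fluorescence gave viability.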
An asterisk follows results filed as active; i = inactive; ? = inconclusive; / = no result given; & = joins results of further samples; [ ] = dose if it differs, or a comment. The call rests on the fitted dose curve; in most records, active means well fitted curve in the direction sought with a large enough effect; inconclusive means small, poorly fitted or top-dose-only effect, or another doubt; inactive means no such curve, though single readings can be large; an effect the other way counts as inactive or inconclusive. Potency means the concentration at half of the fitted maximal effect. An excerpt; count on the stated rates, not on these rows.

SMILES | Nrf2 inh | Nrf2 activator | A549 tox | HepG2 viability | MCF10A rerep | EPAC2 antagonist | S2 tox | TGFb SMAD3 inh | ATXN2 expr inh
Cc1ccc(C(=O)Nc2nc3nc(-c4ccccc4)cc(=O)n3[nH]2)cc1 | 21%&-24% | 0.1%&0.8% | 0%&-3% | -37%&4% | 1% | 19% | i | 23%&-2% | 7%&4%
Nc1cc(N)nc(SCc2cc([N+](=O)[O-])cc3c2OCOC3)n1 | -9% | 0.1% | 1% | 6% | -1% | -6% | i | -1% | 1%
Nc1ncnc2c(C3OC(CO)C(O)C3O)scc12 (configuration not stated) | ? | -2.4% | ? | -86% | ? | -3% | ? | -122% | ?
O=S(=O)(c1ccccc1)N1CCC(N2CCCCCC2)CC1 | 12% | -0.8% | -4% | 4% | ? | 9% | i | -5% | 10%
CCn1c(CN2CCC(C)CC2)nc2cc(NC(=O)COc3ccc([N+](=O)[O-])cc3)ccc21 | -2% | -0.9% | 11% | -3% | / | / | i | ? | -13%
COc1ccc(S(=O)(=O)NCCc2cn3nc(C)c(C)nc3n2)cc1 | 1% | 3.3% | -8% | -5% | -1% | 8% | / | 1% | /
O=C(CSc1nc2cc(Cl)ccc2s1)NCC1CCCO1 (configuration not stated) | 12µM* | 2.5% | -10% | -16% | 11% | -6% | i | 1% | 4%
CC1(C)CC(=O)c2c(O)cc(OCC(=O)Nc3ccc(CCO)cc3)cc2O1 | 12% | 4.9% | 2% | -2% | 21% | -6% | i | -2% | -2%
CC(=NNC(=O)c1ccc(NS(=O)(=O)c2cccs2)cc1)c1ccc(OCC(N)=O)cc1 | 16% | 0.5% | -3% | -2% | -7% | 4% | i | -10% | -20%
COc1cc2c(cc1OC)CN(C1CC(=O)N(c3c(C)cccc3C)C1=O)CC2 (configuration not stated) | -6% | 2.7% | 4% | 2% | 3% | -5% | i | ? | -12%
Cc1c(NC(=O)COc2ncnc3c(Cl)cc(Cl)cc23)c(=O)n(-c2ccccc2)n1C | 2% | 0.8% | 0% | -4% | 13% | 0% | i | -1% | 5%
Cc1ccc(C)c(N2CCN(S(=O)(=O)c3cn(C)c(C)n3)CC2)c1 | / | -0.2% | 1% | -24% | / | / | i | 6% | -14%
CSc1ccc(CCNC(=O)CCc2c(C)nc3cc(-c4ccccc4)nn3c2C)cc1 | ? | -3.0% | -2% | -5% | / | / | i | -13% | -32%
O=C(NNC(=S)Nc1ccc(Br)cc1)c1ccccc1 | -29% | 0.0% | 1% | -39% | 15% | 4% | i | -20% | 20%
Cc1c(C)n(CC(O)CN2CCN(C)CC2)c2ccccc12 (configuration not stated) | -19% | 0.3% | -11% | 25% | -1% | 0% | i | 12% | /
CC1=C(C(=O)OCc2ccccc2)C(c2ccccn2)c2c(n(C)c(=O)n(C)c2=O)N1 (configuration not stated) | 6%&-15% | -0.9%&2.6% | -5%&-5% | -8%&-15% | -3%&-4% | 11% | i | -14%&15% | 0%&16%
CCOC(=O)/C(C#N)=C/Nc1ccccc1OC(F)(F)F | 0% | 2.9% | -1% | -22% | 1% | -2% | i | 8% | -14%
CCN(CC)C(=O)C1=C(C)N(CCCN2CCCC2=O)C(=O)C(CC(=O)NCCCN(C)C)C1 (configuration not stated) | / | 0.2% | / | 6% | / | -22% | i | 18% | 12%
COc1ccc(CSc2nc3ccccc3c(=O)n2CCCN2CCOCC2)cc1F | 8% | 3.4% | -2% | 6% | -1% | -1% | ? | -18% | -6%
Cn1cnnc1SCC(=O)Nc1sccc1C#N | 6% | -0.6% | 3% | -5% | 3% | -5% | i | 2% | 1%
CCc1nnc(NC(=O)CCC(=O)N2CCN(CCOc3ccc(C)cc3)CC2)s1 | 21µM* | -0.8% | -12% | -22% | 4% | -3% | i | -3% | -11%
CCOP(=O)(OCC)/C(C#N)=C/c1ccc([N+](=O)[O-])cc1 | ? | -0.7% | 8% | -40% | 9% | -4% | i | -10% | -10%
CC(=O)c1ccc(N2CCC(c3cc(-c4ccc(Cl)cc4Cl)n[nH]3)CC2)c([N+](=O)[O-])c1 | 16µM* | -1.4% | ? | -29% | ? | -4% | ? | ? | ?
CC(=O)c1c(C)[nH]c(C(=O)Nc2nc(-c3ccc(-c4ccccc4)cc3)cs2)c1C | 23µM* | 0.5% | ? | -28% | 3.3µM* | -10% | i | ? | ?

Two compounds picked at random from the list so far:
SMILES | Nrf2 inh | Nrf2 activator | A549 tox | HepG2 viability | MCF10A rerep | EPAC2 antagonist | S2 tox | TGFb SMAD3 inh | ATXN2 expr inh
CCc1nnc(NC(=O)CCC(=O)N2CCN(CCOc3ccc(C)cc3)CC2)s1 | 21µM* | -0.8% | -12% | -22% | 4% | -3% | i | -3% | -11%
CC1=C(C(=O)OCc2ccccc2)C(c2ccccn2)c2c(n(C)c(=O)n(C)c2=O)N1 (configuration not stated) | 6%&-15% | -0.9%&2.6% | -5%&-5% | -8%&-15% | -3%&-4% | 11% | i | -14%&15% | 0%&16%

Returning to the listing with the 3 entries that preceded the break.
SMILES | Nrf2 inh | Nrf2 activator | A549 tox | HepG2 viability | MCF10A rerep | EPAC2 antagonist | S2 tox | TGFb SMAD3 inh | ATXN2 expr inh
CCOP(=O)(OCC)/C(C#N)=C/c1ccc([N+](=O)[O-])cc1 | ? | -0.7% | 8% | -40% | 9% | -4% | i | -10% | -10%
CC(=O)c1ccc(N2CCC(c3cc(-c4ccc(Cl)cc4Cl)n[nH]3)CC2)c([N+](=O)[O-])c1 | 16µM* | -1.4% | ? | -29% | ? | -4% | ? | ? | ?
CC(=O)c1c(C)[nH]c(C(=O)Nc2nc(-c3ccc(-c4ccccc4)cc3)cs2)c1C | 23µM* | 0.5% | ? | -28% | 3.3µM* | -10% | i | ? | ?
COC(=O)C1=C2SCC(=O)N2C(N)=C(C#N)C1 | 5% | -0.2% | 1% | -11% | -1% | -8% | i | 4% | -11%
COc1cccc(Nc2nc(C(N)CCc3ccccc3)cs2)n1 (configuration not stated) | / | -3.5% | / | -91% | / | 1% | ? | ? | 28µM*
O=C(CCCCn1c(=O)[nH]c2ccccc2c1=O)N1CCN(c2ncccn2)CC1 | -9% | -0.2% | 0% | -4% | 11% | 9% | i | -8% | 3%
CCOc1ccc(NC(=O)C2CCN(S(=O)(=O)c3ccc4c(c3)N(C(C)=O)CCO4)CC2)cc1 | 0% | 1.0% | -6% | -23% | 14% | 0% | i | 9% | /
O=C1CN(C(=O)CNCc2ccccc2)c2ccccc2N1 | ? | -0.1% | 1% | -1% | 3% | 2% | i | 4% | -10%
COc1ccccc1OCCNC(=O)C1CC(=O)N(c2cccc(SC)c2)C1 (configuration not stated) | 3% | 2.7% | 0% | 6% | 2% | 10% | i | 1% | -3%
COC(=O)CN(c1cc(Cl)ccc1OC)S(=O)(=O)c1ccc(OC)c(OC)c1 | 4% | -0.9% | -3% | -2% | -6% | -2% | i | 3% | -5%
COC(=O)c1cc(C(=O)c2cccc(Cl)c2Cl)cn1C | -15% | 0.2% | 2% | 5% | 2% | -17% | i | -4% | -4%
O=C(CC(Nc1ccc(Cl)cc1Cl)C(=O)O)c1ccccc1 (configuration not stated) | 4% | ? | -3% | -1% | ? | -5% | i | 2% | /
CCn1nc(C)c(/C=N\NC(=O)c2cccc(OC)c2)c1C | 0% | 3.2% | -1% | 1% | -7% | 7% | i | ? | 5%
Cc1sc(NC(=O)Cc2ccc3c(c2)OCO3)nc1-c1ccc2c(c1)CCN2C(=O)c1cccc(F)c1 | 7.3µM* | 0.5% | 11% | 10% | 3% | -1% | i | 3% | -19%
CCOC(=O)C1CCC(CN(Cc2ccc(OC)cc2)S(=O)(=O)c2ccc(F)c(C(=O)Nc3c(C)cccc3C)c2)CC1 (configuration not stated) | / | 0.4% | 5% | -7% | / | / | i | -6% | -6%
Cc1nc2sc(-c3ccccc3)cc2c(=O)n1-n1cccc1 | 23% | 3.5% | 1% | -89% | -23% | -5% | i | -1% | 17%
CCOC(=O)c1ccccc1NC(=O)CN(c1ccccc1)S(=O)(=O)N(C)C | -10% | -0.9% | 2% | -9% | ? | -1% | i | -9% | 4%
Cc1c(CNCCCc2ccccc2)c(C(=O)O)c(C)n1Cc1cccc(Cl)c1 | -14% | 5.2% | -3% | -15% | / | / | ? | -18% | -2%
C=CCn1c(=O)c2ccccc2n2c(SCc3c(C(=O)OCC)oc4ccccc34)nnc12 | 15% | -0.9% | 0% | -12% | 6% | -7% | i | 24% | -7%
CC(C)(C)c1ccc(NC(=O)CC2(C(F)(F)F)OCCO2)cc1 | ? | -0.5% | -3% | 3% | ? | 8% | i | 5% | 68%[activator]
CCc1ccc(S(=O)(=O)NCCc2cn3ccc(C)cc3n2)s1 | -21% | -0.6% | -4% | -2% | 0% | 0% | i | -2% | 5%
O=C(NCc1ccco1)c1ccc(COc2ccc(Cl)cc2)cc1 | -3% | 0.3% | 0% | 6% | -5% | 1% | i | -14% | /
O=C(C1=C(O)C(=O)N(CCN2CCOCC2)C1c1ccc([N+](=O)[O-])cc1)c1cc2ccccc2o1 (configuration not stated) | 7% | 0.4% | 6% | -10% | 13% | -6% | i | -14% | /
COCCn1c(-c2ccco2)csc1=Nc1cccnc1 | / | -0.6% | -3% | 1% | -5% | 1% | i | 25% | -5%
Cc1ccc([N+](=O)[O-])cc1NC(=O)CCSc1ccc(Cl)cc1 | -26% | -1.9% | 2% | -3% | -1% | 11% | ? | -6% | -21%

Profiles from above. Values in the order: Nrf2 inh | Nrf2 activator | A549 tox | HepG2 viability | MCF10A rerep | EPAC2 antagonist | S2 tox | TGFb SMAD3 inh | ATXN2 expr inh
CCc1ccc(S(=O)(=O)NCCc2cn3ccc(C)cc3n2)s1 reads -21% | -0.6% | -4% | -2% | 0% | 0% | i | -2% | 5%
C=CCn1c(=O)c2ccccc2n2c(SCc3c(C(=O)OCC)oc4ccccc34)nnc12 reads 15% | -0.9% | 0% | -12% | 6% | -7% | i | 24% | -7%
O=C(C1=C(O)C(=O)N(CCN2CCOCC2)C1c1ccc([N+](=O)[O-])cc1)c1cc2ccccc2o1 (configuration not stated) reads 7% | 0.4% | 6% | -10% | 13% | -6% | i | -14% | /
